RAD52 anneal inh – blocks human RAD52 DNA annealing. P43351. recombinant RAD52 DNA annealing, FRET fluorescence. inhibition, % at 18.7 µM. 360,000 tested, 0.46% active. AID 651710;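 active = every replicate showing at least 50% inhibition; inconclusive = mean inhibition at least 50% but not in every replicate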
Target sequence (P43351 whole entry, looked up): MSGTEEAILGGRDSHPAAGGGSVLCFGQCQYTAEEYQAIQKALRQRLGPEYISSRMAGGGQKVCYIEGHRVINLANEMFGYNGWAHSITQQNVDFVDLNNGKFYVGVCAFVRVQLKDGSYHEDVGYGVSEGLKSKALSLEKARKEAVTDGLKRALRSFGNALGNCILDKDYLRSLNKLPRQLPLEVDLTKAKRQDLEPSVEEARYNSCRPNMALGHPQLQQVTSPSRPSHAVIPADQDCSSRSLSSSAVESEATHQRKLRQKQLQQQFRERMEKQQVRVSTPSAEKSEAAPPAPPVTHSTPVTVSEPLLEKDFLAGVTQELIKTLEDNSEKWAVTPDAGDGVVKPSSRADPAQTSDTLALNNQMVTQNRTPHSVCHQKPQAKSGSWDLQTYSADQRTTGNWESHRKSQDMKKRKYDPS
ERAP1 HTS inh – ERAP1 (human) enzyme inhibition | AID 652197 | 340,000 tested, 0.15% active | recombinant ERAP1, Leu-AMC fluorescence, 60 min | inhibition, % at 10.7 µM;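 active = mean replicate inhibition of at least 30%, or all replicates individually reaching that 30% level; inactive = mean below 30% and not every replicate reaching it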;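 also: 0% = neutral control wells and 100% = L-leucinethiol positive control wells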
PGC1a acetyl inh – lowers PGC1a acetylation signal in U2OS cells. inhibition, % at 15.6 µM. 350,000 tested, 0.17% active. AlphaScreen anti-acetyl-lysine; with virally co-expressed GCN5 acetyltransferase. AID 651687;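 active = every replicate shows inhibition of at least 40%; inconclusive = mean inhibition at least 40% but some replicate below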;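 also: 0% = neutral control wells and 100% = positive control wells; some results beyond the cut were filed as inactive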
RAD54 branch – RAD54 (human) branch migration inhibition | RAD54 Holliday junction branch migration, FAM/BHQ fluorescence | inhibition, % at 10.4 µM | 360,000 tested, 0.14% active | AID 602329;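 active = mean normalized replicate activity at least 40 and at least half of replicates scoring 40 or more; inconclusive = only one of the two criteria met; inactive = mean below 40 and under half of replicates reaching 40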;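 also: 0% = median of neutral control wells and 100% = median of positive control wells; inhibitors cause a drop in the FAM fluorescence signal; in these data hits start at about 50%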
Cneo AK release – causes C. neoformans cell lysis | adenylate kinase release luminescence, 4 h; normalised: neutral wells 0, clomiphene wells 100 | lysis activity, % at 15 µM | 360,000 tested, 0.2% active | AID 651654;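 active = mean lysis activity across replicates of at least 80%, whatever share of replicates individually reach that level; inactive = mean lysis activity below 80%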
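Schedule: static 4 h at 37 °C with compound, 1 h detection; system: C. neoformans cells; benchmarks: Clomiphene as positive control; buffer or medium: fresh YPD medium; measure: luminescence rise reflecting yeast cell lysis; measured by: luminescent adenylate kinase detection reagent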
miR-122 sensor – blocks miR-122 activity in Huh7 sensor cells. Huh7 miR-122 Renilla luciferase sensor, 48 h; neutral wells = 0, positive control = 100. activation (reporter increase), % at 12.5 µM. 340,000 tested, 0.3% active. AID 602342;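 active = mean replicate activation score at least 90 and every replicate individually at or above 90; inconclusive = only one of the two criteria met; inactive = neither criterion met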;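 also: higher luciferase means less miR-122 activity so hits act as miR-122 inhibitors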
PglD inh – inhibitors of Campylobacter jejuni PglD acetyltransferase; AID 602405; 360,000 tested, 0.098% active; inhibition, % at 12.5 µM; purified PglD enzyme, DTNB colorimetric CoA detection; in the data active = inhibition above about 16%, passing the limit was not always enough; inconclusive = no clear call, values can overlap the other calls; also: strong numbers were not always called active
E-selectin induc – E-selectin induction on HUVECs; P16581; HUVEC E-selectin immunofluorescence imaging; normalized: neutral wells 0, TNF-alpha wells 100; activation, % at 7.58 µM; 260,000 tested, 0.37% active; AID 686992;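 active = mean E-selectin-positive cell signal at least 10% of the positive control, reached in at least 60% of replicates, without over 20% cell loss; inconclusive = no rule given, readout overlaps actives, possibly toxicity-flagged; inactive = the rest, including those meeting only one limit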;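 also: in these data hits start at about 27%; measured in HUVEC primary endothelial cells; signal is the percent of cells scored E-selectin positive by PE staining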
Target sequence (P16581 whole entry, looked up): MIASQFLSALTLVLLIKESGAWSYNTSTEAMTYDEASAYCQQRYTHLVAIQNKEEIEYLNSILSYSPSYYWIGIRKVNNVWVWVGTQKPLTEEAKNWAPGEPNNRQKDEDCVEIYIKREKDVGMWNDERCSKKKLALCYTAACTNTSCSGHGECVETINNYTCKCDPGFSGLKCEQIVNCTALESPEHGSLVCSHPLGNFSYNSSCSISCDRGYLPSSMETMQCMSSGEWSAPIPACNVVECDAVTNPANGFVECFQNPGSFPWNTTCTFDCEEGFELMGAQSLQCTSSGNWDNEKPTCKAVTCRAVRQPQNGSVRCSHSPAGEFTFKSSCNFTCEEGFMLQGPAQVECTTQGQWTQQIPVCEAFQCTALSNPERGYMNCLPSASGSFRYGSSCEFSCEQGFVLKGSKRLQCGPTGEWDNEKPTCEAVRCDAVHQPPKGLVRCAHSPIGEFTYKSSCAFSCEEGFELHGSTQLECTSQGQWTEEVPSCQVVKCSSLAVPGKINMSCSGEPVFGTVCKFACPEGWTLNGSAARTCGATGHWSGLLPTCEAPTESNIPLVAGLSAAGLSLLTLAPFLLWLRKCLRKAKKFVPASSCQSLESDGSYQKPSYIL
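System: HUVEC, human umbilical vein endothelial cells; quantity: 3,000 cells/well; buffer or medium: EGM-2 medium, gelatin-coated wells; dosing: single-point compound dose; detection: immunofluorescence imaging; evaluation: % PE-positive cells; benchmarks: TNF-alpha, DMSO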
The depositor's hits bear a star; ? = inconclusive; · = no result given; [ ] = dose if it differs, or a comment.

Results follow in this order: RAD52 anneal inh	ERAP1 HTS inh	PGC1a acetyl inh	RAD54 branch	Cneo AK release	miR-122 sensor	PglD inh	E-selectin induc
1. CCC(=O)Nc1ccc2c(c1)C(=O)N(C)C[C@@H](OC)[C@@H](C)CN(CC1CC1)[C@H](C)CO2
  -3	-1	-8	12	0	·	0	-0.1
2. COc1ccc(/C=C(/C#N)C(=O)Nc2ccc(O)cc2)cc1C(=O)O
  -1	0	5	·	·	·	·	3.8
3. COc1cc(CCCN2C(N)=NC[C@H]2Cc2ccc(O)cc2)cc(OC)c1OC
  -7	0	·	0	9	4	0	-0.1
4. Cc1ccc(SCC(=O)OCC(=O)Nc2ccc3[nH]c(=O)[nH]c3c2)cc1C
  -13	0	2	10	1	48	3	·
5. CN1CCN(C(=O)c2ccccc2[N+](=O)[O-])CC1
  -1	-1	17	-3	1	4	12	·
6. CCC(=O)N[C@H]1C=C[C@@H](CC(=O)NCc2ccccc2F)O[C@H]1CO
  -3	2	-9	5	0	15[16.7 µM]	0	-0.2
7. CCN1C(=S)SC(=O)C1=C1C=C(C)N(Cc2ccco2)C(C)=C1
  ·	·	1	-55	-5	-8	-1	·
8. Cc1ccc(N(C)S(=O)(=O)c2cccc(C(=O)Nc3ccc(C)cn3)c2)cc1
  0	-1	-13	-2	-3	0	-2	1.0
9. COCC(=O)Nc1ccc2c(c1)[C@H]1C[C@H](CC(=O)NC3CCCCC3)O[C@@H](CO)[C@H]1O2
  -19	-2	1	-12	2	-8[16.7 µM]	1	-0.3
10. Cc1ccc(C(=O)Nc2nc(=O)n(C)s2)cc1
  ·	·	-5	-1	-17	2	6	·
11. CCCCNC(=O)C1CCN(C(=O)Nc2ccc(C)cc2)CC1
  ·	·	-3	3	3	-5	2	·
12. CCc1ccccc1N(CC(=O)OC)S(C)(=O)=O
  ·	·	-8	-8	-2	-2	·	·
13. CC(=O)NC1(c2ccccc2)CCN(C(=O)N2CCOCC2)CC1
  ·	·	-3	4	2	-2	-2	·
14. CN1CCC(N(C)C(=O)c2cc(S(=O)(=O)N(C)c3ccccc3)ccc2Cl)CC1
  -7	-3	0	-3	0	3	-1	-0.7
15. C[C@@]12C(=O)Nc3cc(Cl)ccc3C(=O)N1[C@H]1c3cc(Br)ccc3OC[C@@H]1[C@@H]2c1ccccc1
  -3	·	·	-1	1	-13	1	-0.2
16. C=CCn1c(SCC(=O)Nc2sc3c(c2C#N)CCC(C)C3)nc2cc(C(=O)O)ccc2c1=O (configuration not stated)
  -26	1	-11	-3	1	-3	-4	-0.2
17. O=C(Nc1ccc2c(c1)OCCO2)C1CCCN1S(=O)(=O)c1cccc2cccnc12 (configuration not stated)
  -7	2	-4	-3	-1	-4	7	·
18. S=C(NCC1CCCO1)NC1CC1 (configuration not stated)
  1	1	-10	0	-1	-8	1	·
19. Cc1noc(C)c1S(=O)(=O)Nc1ccc2c(c1)CC(=O)N([C@H](C)CO)C[C@@H](C)[C@@H](CN(C)Cc1ccncc1)O2
  -6	9	-1	0	-3	7[16.7 µM]	1	·
20. COc1ccc(C)cc1N1CC(C(=O)OCc2nc(N)nc(Nc3ccccc3C)n2)CC1=O (configuration not stated)
  1	2	-12	-3	-3	-1	-1	2.4
21. NC(=O)CC(NC(=O)Cc1ccc(Br)cc1)c1ccc(N2CCCCCCC2)c([N+](=O)[O-])c1 (configuration not stated)
  -6	5	-10	-3	-1	-4	4	0.0
22. COC(=O)c1ccc(N2C(=O)CC(SCCN)C2=O)cc1 (configuration not stated)
  ·	·	-4	-4	-2	-3	-3	·
23. COc1ccc2c(C(=O)NCCCCO)c(-c3ccc(S(C)(=O)=O)cc3)sc2c1
  -18	·	-5	-9	1	9	6	0.2
24. O=P(Cc1cc[n+]([O-])cc1)(c1ccccc1)c1ccccc1
  -5	1	·	-3	2	·	7	·
25. Cc1ccc(-n2ncc3c(Nc4cccc(C(=O)O)c4)ncnc32)cc1
  ·	·	1	-5	-1	-5	-4	·
26. O=C(CN(c1ccc(F)cc1)S(=O)(=O)c1ccccc1)NC1CC2CCC1C2 (configuration not stated)
  -3	1	·	-5	3	·	4	·
27. CC(C)(C)c1cc(C(=O)NN)n(Cc2ccc(Cl)cc2Cl)n1
  -3	0	-6	-3	0	8	-3	-0.4
28. O=C(Nc1ccccc1F)N[C@@H]1CC[C@H](CCNS(=O)(=O)c2ccc(F)cc2)O[C@@H]1CO
  -1	-3	-10	-1	-1	·	-2	0.1
29. CC(CNC(=O)c1cc(COc2c(F)cccc2F)on1)c1ccccc1 (configuration not stated)
  -4	0	-2	6	-1	-6	9	·
30. COc1ccc(Cl)cc1NS(=O)(=O)c1cn(C)nc1C
  -11	-1	3	0	-3	0	1	-0.2
31. COc1ccc(NC(=O)N[C@H]2CC[C@H](CC(=O)NC3CCCCC3)O[C@H]2CO)cc1
  1	-5	1	-4	47	·	-1	0.1
32. O=C(O)C1C2C=CC(C2)C1C(=O)Nc1ccccc1Br (configuration not stated)
  -7	1	·	-13	0	·	1	·
33. CC(=O)Nc1ccc(CN2C(=O)C(Cc3ccccc3)ON=C2c2ncccc2C)cc1 (configuration not stated)
  -6	·	·	-6	0	·	0	·
34. C[C@H](CO)N1C[C@H](C)[C@@H](CN(C)S(=O)(=O)c2ccccc2)Oc2c(NC(=O)C3CCOCC3)cccc2C1=O
  -4	-2	14	6	-2	2[16.7 µM]	10	-1.1
35. COc1ccc(N=C2SC(CC(=O)Nc3ccccc3)C(=O)N2Cc2ccco2)cc1 (configuration not stated)
  ·	·	·	-7	-3	-5	3	·
36. O=C(C[C@H]1C[C@@H]2c3cc(NC(=O)Nc4ccccc4)ccc3O[C@@H]2[C@H](CO)O1)NCc1ccccc1
  -7	-9	-4	-9	0	-2[16.7 µM]	-1	0.1
37. CN1CCN(C(=O)c2cc3c(c(-c4cccc(Br)c4)n2)[C@H](CCO)N(S(=O)C(C)(C)C)C3)CC1 (some centres not stated)
  -15	0	-6	-27	-4	0	5	0.0
38. O=C(Nc1cccc(Cl)c1)N[C@@H]1CC[C@@H](CCNC(=O)C2CCCCC2)O[C@@H]1CO
  -5	1	-7	-16	1	·	-2	-0.3
39. CCC(=O)Nc1ccc2c(c1)C(=O)N(C)[C@@H]1CC[C@@H](CC(=O)N3CCCCC3)O[C@H]1CO2
  7	-1	-1	6	-3	-2[16.7 µM]	2	0.8
40. O=C(O)c1c2c(nc3ccccc13)-c1ccccc1CC2
  -25	1	15	·	·	3	·	0.0
41. COC(=O)[C@@H]1C[C@@]2(O)[C@H](O)[C@H](O)[C@H](O)C[C@H]2N1Cc1ccc(C)s1
  -13	-5	9	-8	-2	0	2	0.0
42. O=C(Nc1ccccc1)C1CCCN1S(=O)(=O)c1ccc(Br)cc1 (configuration not stated)
  -14	-3	·	-1	-2	·	8	-0.6
43. Cc1ccc(CNCCC2=CCCCC2)cc1
  ·	·	3	6	8	0	2	·
44. CN(C)CCNc1ncnc2c1ncn2[C@H]1CN(Cc2ccccc2)C[C@@H](CO)O1
  -8	0	5	0	-1	-1	-6	-0.2
45. O=C(Nc1sc2c(c1C(=O)NCc1ccco1)CCCC2)c1ccc2c(c1)OCO2
  ·	·	-7	2	-2	-2	6	·
46. COc1c(O)cccc1[C@@H](O)C1CCN(CCc2ccc(F)cc2)CC1
  -185	·	·	-20	1	·	2	1.3
47. O=C(C[C@@H]1C=C[C@H](NC(=O)c2cccnc2)[C@H](CO)O1)NCc1ccncn1
  -23	0	-4	·	·	·	·	-0.7
48. CC(=O)c1c(C)[nH]c(C(=O)OCc2cccc(Cl)c2)c1C
  -17	-2	3	2	-1	4	3	·
49. Cc1ccc(CN2CCC(NC(=O)c3ccccc3)CC2)cc1
  -18	-3	9	1	2	-5	-110	·
50. CCC(=O)N1[C@H](CNC(C)=O)[C@@H](c2ccc(-c3ccc(F)cc3)cc2)[C@@H]1CO
  -89	0	-1	-7	1	-24[16.7 µM]	0	-0.7
51. C=CCn1c(=O)c2ccccc2n2c(=S)[nH]nc12
  -3	5	2	-6	0	-3	8	·
52. CCN(CC)c1ccc(/C=N/NC(=O)c2cc(C)nc3ccccc23)cc1
  -12	0	7	6	8	·	-4	·
53. COc1ccc(N2CCN(Cc3nc4c(c(=O)n(C)c(=O)n4C)n3CCc3ccccc3)CC2)cc1
  11	2	2	1	1	-7	-2	0.9
54. CC1CCCN(CCCNC(=O)C2CCC(CNS(=O)(=O)c3cccc4nsnc34)CC2)C1 (configuration not stated)
  ·	·	1	-6	5	-5	0	·
55. CC(=O)N1Cc2ccccc2CC1C(=O)NCc1ccccc1F (configuration not stated)
  -16	-5	·	-7	-2	·	-3	0.1
56. C[C@@H]1CN([C@@H](C)CO)C(=O)c2cccc(NC(=O)c3ccc(-c4nccs4)cc3)c2O[C@H]1CN(C)S(=O)(=O)c1ccccc1
  -3	-1	9	1	-14	-7[16.7 µM]	5	-0.2
57. N#C[C@H]1[C@H](c2ccccc2-c2cccc(F)c2)[C@@H](CO)N1C(=O)C1CCCC1
  -1	-1	-1	·	·	·	·	0.0
58. O=S(=O)(c1ccc(Br)cc1)N1CCCC1c1nc2ccccc2s1 (configuration not stated)
  ·	·	·	-15	0	10	3	·
59. O=C(Nc1c(-c2ccc(Cl)cc2)[nH][nH]c1=O)c1ccccc1Cl
  -5	-2	9	-1	-21	2	-3	0.3
60. COc1ccc(-n2c(SC)nnc2-c2c[nH]c3ccccc23)cc1
  -8	-2	-13	7	-4	3	3	-0.8

Next structures:
Results follow in this order: RAD52 anneal inh	ERAP1 HTS inh	PGC1a acetyl inh	RAD54 branch	Cneo AK release	miR-122 sensor	PglD inh	E-selectin induc
61. COc1ccc(-c2nc(N)n(C(=O)c3cccs3)n2)cc1
  13	1	9	8	5	-2	1	0.1
62. O=C(NCC1CCCO1)c1ccc(COCC(F)(F)C(F)F)cc1 (configuration not stated)
  -11	10	5	-24	1	2	1	·
63. Cc1cc(N)c(NC2=CC(=O)CC(C)(C)C2)cc1C
  ·	·	-2	5	0	7	-1	·
64. CCCNC(=O)C[C@H]1CC[C@H]2[C@H](COc3ccc(NC(=O)Cc4cccs4)cc3C(=O)N2C)O1
  ·	·	-12	4	-1	167*[16.7 µM]	1	0.1
65. COc1ccc(S(=O)(=O)N2CCOCC2)cc1NC(=O)c1cc(C)oc1C
  -12	3	-2	5	2	7	3	4.8
66. Cc1ccc(N(C)C(=O)c2ccc(CNc3c(N4CCC(C)CC4)c(=O)c3=O)cc2)cc1
  0	2	3	4	-3	0	2	4.5
67. COc1ccc(CNC(=O)COC(=O)c2ccc(Br)c(S(=O)(=O)N3CCOCC3)c2)cc1
  -3	-2	7	1	-1	0	-5	-0.1
68. O=C(Nc1ccccc1F)N[C@@H]1CC[C@H](CCNS(=O)(=O)c2ccc(F)cc2)O[C@H]1CO
  1	0	-10	-5	52	·	-2	0.2
69. CN(C)c1cccc(C(=O)NN2C(=O)NC3(CCCCC3)C2=O)c1
  -5	-1	·	11	1	·	0	?

Grouped by structure: the entries above containing a nitro group on carbon (2)
Results follow in this order: RAD52 anneal inh	ERAP1 HTS inh	PGC1a acetyl inh	RAD54 branch	Cneo AK release	miR-122 sensor	PglD inh	E-selectin induc
5. CN1CCN(C(=O)c2ccccc2[N+](=O)[O-])CC1
  -1	-1	17	-3	1	4	12	·
21. NC(=O)CC(NC(=O)Cc1ccc(Br)cc1)c1ccc(N2CCCCCCC2)c([N+](=O)[O-])c1 (configuration not stated)
  -6	5	-10	-3	-1	-4	4	0.0

Source: PubChem (Broad Institute)

Hits appear at their usual frequency; about 1.4% have a hit in one of these screens.
